Runt-SMMHC FRET: inhibitors of RUNX1 Runt–CBFb-SMMHC binding, primary screen, biochemical, FRET, Cerulean-Runt, Venus-CBFb-SMMHC, uHTS; Cerulean-Runt/Venus-CBFb-SMMHC FRET ratio 530/480, 1 h; inhibition, % at 20 µM; hit rate 0.74% among 220,000; AID 1434, 2008;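 active = mean inhibition across duplicate retests at 20 µM reaching about 50%, limit read from the data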;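 note: 0% = DMSO wells and 100% = wells with excess untagged CBFb-SMMHC; inhibitors lower the FRET ratio by blocking Runt binding to CBFb-SMMHC; some results filed as inactive read as strong as hits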
Hck Nef HTS: inhibitors of Nef-activated human Hck kinase, primary screen, biochemical, Z-Lyte FRET, 384-well, Hck-YEEI. hit rate 0.68% among 220,000. Tyrosine-protein kinase HCK (Homo sapiens), P08631. inhibition, % at 20 µM. Recombinant Hck-YEEI plus Nef, Z-Lyte FRET kinase assay;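 active = Hck-Nef kinase inhibition above about 50%, limit read from the data; inactive = inhibition below that limit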;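 note: 0% = DMSO with Hck plus Nef and 100% = Hck alone without Nef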
FXIIa inh 1536: human FXIIa protease inhibitors, primary screen, biochemical, 1536-well; Coagulation factor XII (Homo sapiens), P00748; purified FXIIa, Boc-QGR-AMC fluorogenic substrate, 2 h; inhibition, % at 5 µM; hit rate 0.3% among 220,000; AID 800, 2007; in the data active = inhibition above about 40%;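 note: 0% = enzyme with no compound and 100% = blank without enzyme; many of its hits are not listed in these tables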
Wee1 degr inh: Wee1 degradation inhibitors, primary screen, cell-based, HeLa, Wee1K328M-luciferase, luminescence; Wee1-like protein kinase (Homo sapiens), P30291; HeLa Luc-Wee1K328M stability; 100% = proteasome inhibitor MG132 effect; reporter increase, % at 5 µM; hit rate 1.2% among 220,000;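 active = activation above the mean of all tested compounds plus 3 SD, set per screening run, cut at about 8.8% in these data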;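 note: cells exposed to compound for 20 h before luminescence read; 0% = DMSO alone and 100% = MG132 at 30 µM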
KLK5 inh: human KLK5 protease inhibitors, primary screen, biochemical, 1536-well; Kallikrein-5 (Homo sapiens), Q9Y337; recombinant hK5, fluorogenic AMC substrate cleavage; inhibition, % at 5 µM; hit rate 0.59% among 210,000; AID 873, 2007;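 active = inhibition of 40% or more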;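 note: 0% = enzyme controls without compound and 100% = no-enzyme blanks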
14-3-3 Bad inh: inhibitors of 14-3-3 zeta/Bad binding, primary screen, biochemical, TR-FRET, bovine 14-3-3 zeta | 14-3-3 protein zeta/delta (Bos taurus), P63103 | TR-FRET 14-3-3zeta/Dy647-pBad peptide displacement, 1 h | inhibition, % at 21.7 µM | hit rate 0.71% among 220,000 | AID 781, 2007;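 active = inhibition above about 70%, limit read from the data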;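 note: 0% = full 14-3-3 plus peptide FRET controls and 100% = background without 14-3-3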
Target sequence (P63103 whole entry, looked up): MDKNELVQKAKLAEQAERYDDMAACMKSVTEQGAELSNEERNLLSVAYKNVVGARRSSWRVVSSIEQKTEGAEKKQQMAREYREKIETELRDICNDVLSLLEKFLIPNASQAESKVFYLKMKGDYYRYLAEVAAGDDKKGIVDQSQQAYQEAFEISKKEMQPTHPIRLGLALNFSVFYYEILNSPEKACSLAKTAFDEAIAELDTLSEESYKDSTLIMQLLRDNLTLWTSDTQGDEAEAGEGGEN
Thrombin inh: human alpha-thrombin inhibitors, primary screen, counter-screen for coagulation protease inhibitor project, biochemical, 1536-well, fluorogenic AMC substrate. Prothrombin (Homo sapiens), P00734. Boc-VPR-AMC fluorogenic substrate cleavage. inhibition, % at 5 µM. hit rate 0.26% among 220,000. AID 1046, 2008;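 active = inhibition at or above 40%; inactive = inhibition below 40%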;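 note: 0% = enzyme with no compound and 100% = wells without enzyme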
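Material: Human alpha-thrombin protein | Buffer or medium: pH 7.5 Tris-saline with Tween 20 | Reagent: Boc-VPR-AMC substrate, 15 µM final | Schedule: Reaction at ambient temperature | Detection: AMC fluorescence at 355 nm excitation and 460 nm emission | Evaluation: Percent inhibition scaled between no-compound controls and no-enzyme blanks | Controls: no-compound enzyme wells and no-enzyme blanks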
Runt-CBFb FRET: inhibitors of RUNX1 Runt–CBFb binding, primary screen, biochemical, FRET, Cerulean-Runt, Venus-CBFb, uHTS. inhibition, % at 20 µM. Cerulean-Runt/Venus-CBFb FRET ratio 530/480, 1 h. Runt-related transcription factor 1 (Homo sapiens) + Core-binding factor subunit beta …. hit rate 0.46% among 220,000;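 active = inhibition over about 50% at 20 µM in the single-dose screen, limit read from the data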;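 note: 0% = DMSO wells and 100% = excess unlabeled CBFb competitor control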
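Assay system: Cerulean-tagged RUNX1 Runt domain (FRET donor) fusion protein / Amount: 100 nM each of Venus-CBFb and Cerulean-Runt domain / Medium: Tris buffer pH 7.5 with salts and BSA / Also added: Venus-CBFb 100 nM / Schedule: 1 h complex formation plus 1 h compound treatment, room temperature / Signal: FRET fluorescence / Read-out: loss of energy transfer signal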
FXIa inh 1536: human FXIa protease inhibitors, primary screen, biochemical, 1536-well; hit rate 0.14% among 220,000; Coagulation factor XI (Homo sapiens), P03951; inhibition, % at 5 µM; purified FXIa, Boc-Glu-Ala-Arg-AMC fluorogenic substrate; AID 798, 2007;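 active = inhibition of at least 40%; inactive = inhibition below 40%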;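 note: fluorescence of freed AMC excited at 355 nm; 0% = enzyme without compound and 100% = no enzyme blank; many of its hits are not listed in these tables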
Target sequence (P03951 19-387 limits assumed): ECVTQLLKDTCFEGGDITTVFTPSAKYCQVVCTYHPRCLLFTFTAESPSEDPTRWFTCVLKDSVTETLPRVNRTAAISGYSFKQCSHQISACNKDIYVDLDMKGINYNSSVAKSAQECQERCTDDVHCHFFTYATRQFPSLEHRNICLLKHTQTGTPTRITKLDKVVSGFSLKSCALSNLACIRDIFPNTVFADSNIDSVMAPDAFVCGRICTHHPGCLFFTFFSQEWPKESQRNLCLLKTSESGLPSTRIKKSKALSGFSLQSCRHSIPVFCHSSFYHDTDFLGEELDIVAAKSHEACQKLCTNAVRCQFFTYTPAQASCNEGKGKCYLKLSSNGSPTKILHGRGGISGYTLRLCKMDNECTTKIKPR
Target sequence (P03951 388-625 limits assumed): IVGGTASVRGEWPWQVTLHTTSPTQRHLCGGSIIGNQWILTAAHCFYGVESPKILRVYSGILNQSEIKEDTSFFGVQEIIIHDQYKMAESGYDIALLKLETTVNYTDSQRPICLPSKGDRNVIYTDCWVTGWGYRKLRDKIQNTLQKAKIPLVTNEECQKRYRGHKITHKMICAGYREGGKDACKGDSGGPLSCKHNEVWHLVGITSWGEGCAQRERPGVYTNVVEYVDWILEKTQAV
* hit, by the source's call; nt = no result given; [ ] = dose if it differs, or a comment.

Structure	Runt-SMMHC FRET	Hck Nef HTS	FXIIa inh 1536	Wee1 degr inh	KLK5 inh	14-3-3 Bad inh	Thrombin inh	Runt-CBFb FRET	FXIa inh 1536
COCC(=O)Nc1cc(OC)c(Cl)cc1OC	-2	0	11	0	4	-5	-1	-2	5
CC(C)C(=O)Nc1ccc(NC(=O)c2cccc(F)c2)cn1	0	1	27	2	-24	76*	-7	1	3
CCOc1ccc(C(C)=O)cc1CSC(=N)N	-1	31	13	-2	nt	-8	1	1	4
CCOc1ccccc1CN1CCC(CO)(CCOc2ccccc2)CC1	nt	23	9	-2	0	-11	-5	nt	1
Cc1ccc(C)c(NC(=O)Cn2nnc(-c3ccc(N4CCOCC4)cc3)n2)c1	1	27	5	-2	-2	11	-21	-2	-8
CCOC(=O)N1CCC(N2C(=O)c3ccccc3C2=O)CC1	4	0	5	2	12	-1	-6	-1	-8
Cc1ccc(N2C(=N)/C(=C3/Nc4ccccc4S3)C(c3ccccc3)C2=O)cc1 (stereo not drawn)	-8	-1	10	1	-8	1[fluorescence artefact?]	-16	1	-2
CC(NC(=O)CSc1nc2sc3c(c2c(=O)n1-c1ccccc1)CCCC3)c1ccccc1 (stereo not drawn)	-2	-1	32	0	-5	-8	6	-3	20
O=C(CCN1CCN(S(=O)(=O)c2ccc(Br)cc2)CC1)Nc1ccccc1F	-7	12	7	5	-2	0	-1	-5	0
O=C(CSc1nc2ccccc2[nH]1)NCCc1ccc(Cl)cc1	-2	5	13	1	-26	-9	-4	-1	4
N#CCC1c2ccccc2CCN1C(=O)Nc1ccc(C(F)(F)F)cc1 (stereo not drawn)	1	0	-9	0	-15	-2	-2	-1	3
O=S1(=O)CCC(NC(=S)Nc2ccc(Cl)cc2)C1 (stereo not drawn)	0	1	8	3	-5	6[fluorescence artefact?]	-5	-72	4
COCCCN(CC(=O)Nc1ccc(N2CCOCC2)cc1)S(=O)(=O)c1ccccc1	0	20	7	0	-2	-22	3	-1	4
CC(=O)c1ccc(NC(=O)N2CCCC(C(=O)c3ccc4c(c3)OCO4)C2)cc1 (stereo not drawn)	-3	0	9	1	nt	-3	-2	2	1
C/C(=N/Oc1nc(C)cc(C)n1)c1ccc(Br)cc1	1	-2	13	0	41*	1	11	0	1
CN(C(=O)COC(=O)c1cn(-c2ccccc2)nc1-c1ccccc1)C1CCS(=O)(=O)C1 (stereo not drawn)	-4	-10	2	7	-4	1	-7	-2	-4
CCOC(CCc1c(C)nc(NC(C)=O)[nH]c1=O)OCC	-2	28	8	2	3	1	-1	0	1
Cc1cccc(C)c1NC(=O)CSc1nnc(Cn2nnc(-c3ccccc3)n2)n1-c1ccccc1	1	-1	13	1	7	12	2	-4	0
Cn1c(Cc2ccccc2)nnc1SCC(=O)Nc1ccc2c(c1)OCCO2	1	1	4	2	-7	-12	-2	-2	-15
CNC(=S)N/N=C(\C)c1cccc([N+](=O)[O-])c1	4	0	5	-1	-13	-6	-16	2	-6

(further entries)
Structure	Runt-SMMHC FRET	Hck Nef HTS	FXIIa inh 1536	Wee1 degr inh	KLK5 inh	14-3-3 Bad inh	Thrombin inh	Runt-CBFb FRET	FXIa inh 1536
COc1ccccc1NC(=O)CN1CC(=O)Nc2ccccc21	-4	16	1	-4	-9	-8	-11	0	-5
CCC(C)N1CNc2c(c(=O)[nH]c(=S)n2-c2cccc(C)c2)C1 (stereo not drawn)	0	-8	9	3	nt	-2	-1	4	2
CCN(CC)S(=O)(=O)c1cc(NS(=O)(=O)c2c(Cl)cccc2Cl)ccc1C	-5	-75	-1	-2	-4	0	-2	-1	10
CCCC(=O)Nc1nc(C)c(-c2csc(Nc3ccc(Cl)cc3)n2)s1	2	4	23	-1	-32	14	-2	4	24
COc1ccccc1N1CCN(C(=O)Cc2cccs2)CC1	-6	0	2	6	-1	-11	-3	3	0
COc1ccc(CC(=O)NC(C)c2nnc(SCCOc3ccc(OC)cc3)n2C)cc1 (stereo not drawn)	2	2	0	-3	1	-7[fluorescence artefact?]	-1	0	-4
O=C(c1cncc(Br)c1)N1CCCc2ccccc21	2	13	9	0	-1	3[fluorescence artefact?]	-5	-2	-9
CCN(CC)S(=O)(=O)c1ccc(NC(=O)c2cccc3c2C(=O)N(CCOC)C3)cc1	8	2	-7	-2	-6	84*[fluorescence artefact?]	-7	-5	-4
O=C(O)c1c[nH]c2c(C(F)(F)F)cccc2c1=O	1	1	11	1	-34	39	-12	1	-13
Cc1c(F)cccc1NS(=O)(=O)c1ccc2c(c1)c(=O)n(C)c(=O)n2C	-4	18	7	2	1	-1	-3	0	-1
ONC(=Nc1ccc(Cl)cc1)c1ccccc1Cl	0	1	17	-2	-24	10	2	1	-2
O=C(N/N=C/c1ccc([N+](=O)[O-])o1)c1ccc(NS(=O)(=O)c2cccs2)cc1	-2	55*	9	-3	4	3	3	0	1
CCn1cc([N+](=O)[O-])c(C(=O)Nc2c(C)nn(Cc3cccc(F)c3)c2C)n1	0	3	1	-3	-19	-10[fluorescence artefact?]	-12	-1	-1
O=C1/C(=C/c2ccco2)SC(=S)N1CC1CCCO1 (stereo not drawn)	-3	27	0	-1	11	23	-6	26	-5
CC1=C(C)CC(C(=O)NNC(=O)c2cccc(Cl)c2)C(C(=O)O)C1 (stereo not drawn)	2	3	8	6	-8	8	1	-1	6
O=C(CC(C(=O)O)P(=O)(c1ccccc1)c1ccccc1)c1ccccc1 (stereo not drawn)	2	-8	-1	-2	-7	-1	-2	-2	-5
Cc1c(C(=O)NCCn2ccc3ccccc32)cccc1[N+](=O)[O-]	-2	19	0	2	-3	-11	-8	-2	-5
O=C(CCSCCc1ccccn1)Nc1cc(F)ccc1F	-2	4	8	-3	-15	-22	5	-1	5
CCOCCCNC(=S)N1CCN(Cc2ccco2)CC1	-3	18	-1	-2	-10	25	-1	0	-6
COc1ccc(-n2c(C)cc(C(=O)Cn3nnc4ccccc4c3=O)c2C)cc1	-1	-1	13	2	-16	-10	-11	0	-6

(cont.)
Structure	Runt-SMMHC FRET	Hck Nef HTS	FXIIa inh 1536	Wee1 degr inh	KLK5 inh	14-3-3 Bad inh	Thrombin inh	Runt-CBFb FRET	FXIa inh 1536
CN(c1ccccc1)S(=O)(=O)c1cc(C(=O)Nc2nc3ccccc3[nH]2)ccc1Cl	1	1	8	2	-34	2	-9	3	-6
CCCCOc1ccc(N(CC(=O)NC(C)(C)CC)C(=O)CCC(=O)Nc2ccccn2)cc1	-10	22	5	-3	4	-3	-3	-12	-1
COc1ccc(NC(=O)Cn2c(-c3ccccc3)cn(-c3ccc(C)cc3)c2=O)cc1	2	0	-12	-2	-1	-3	-10	0	-9
CC(C)(C)c1ccc(NC(=O)NCc2ccco2)cc1	-5	8	-9	-1	21	-4	-6	-2	-7
O=C(COc1ccc(CO)cc1Cl)Nc1ccc(F)cc1	-2	-1	12	16*	0	-10[fluorescence artefact?]	5	2	4
Cc1ccc(Oc2ncnc(N)c2[N+](=O)[O-])cc1C	2	-5	5	2	-8	5	-4	2	-4
Cc1oc2c(cc(NS(=O)(=O)c3cccs3)c3ccccc32)c1C(=O)OC(C)C	-2	7	16	0	-13	-8	-1	-1	8
CCc1nnc(NC(=O)CSc2nnc(-c3ccccc3O)n2-c2ccc(C)cc2C)s1	6	-1	5	2	2	1	4	-9	2
COc1ccc(NC(=O)CSc2nnc(C3CCCCC3)n2N)cc1	-1	22	6	1	-1	-10	0	1	2
CC(C)(CC(=O)O)CC(=O)Nc1cc(C(F)(F)F)cc(C(F)(F)F)c1	3	22	6	3	1	-7	-5	-3	2
O=C(c1ccco1)N1CCN=C1SCc1ccccc1Cl	-3	7	4	-2	-9	8	-8	2	-4
COc1ccccc1NS(=O)(=O)c1cc(C(=O)NCCC(C)C)ccc1F	-3	-8	11	0	2	0	-3	0	-1
Cc1csc(NC(=O)CSc2nc3ccccc3s2)n1	-4	-1	12	-1	-10	11	3	0	4
COc1cc(NC(=O)c2ccnn2C)c(OC)cc1Cl	-5	5	9	-3	4	-4	1	3	0
CCNC(=O)CN(CCc1ccccc1)S(C)(=O)=O	1	1	17	-2	-4	2	-1	-1	2
CCC(=O)Nc1cccc(NC(=O)CSc2nnnn2Cc2ccccc2)c1	-4	0	4	-1	-29	-8	-9	-1	-4
CCOC(=O)C1C(=O)C=C(c2ccc([N+](=O)[O-])cc2)CC1c1ccccc1 (stereo not drawn)	-2	0	13	-2	-4	nt	0	-3	1
